CTSL1 counter = Fasciola hepatica cathepsin L1 inhibitors, primary screen, counter-screen for PFM18AAP inhibitor project, biochemical, QFRET, fluorogenic peptide substrate; recombinant F. hepatica cathepsin L1, Z-Leu-Arg-MCA fluorescence; inhibition, % at 5.96 µM; 300,000 tested, 0.49% active;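 active means inhibition above the mean of all tested compounds plus 3 SD, set per screening campaign, cut at about 17% in these data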;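 further: 0% = plate median of test compound wells and 100% = 1 µM Z-Phe-Ala-diazomethylketone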
PREPL inh = PREPL enzyme inhibitors, primary screen, biochemical, fluorescence polarization; recombinant PREPL, fluorescence polarization activity-based probe; 320,000 tested, 0.68% active; inhibition, % at 5.96 µM; Prolyl endopeptidase-like (Homo sapiens), Q4J6C6; in the data active means inhibition above about 43%;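 further: 0% = enzyme with DMSO and 100% = wells lacking enzyme; many of its hits are not listed in these tables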
PP5 primary = PP5 phosphatase inhibitors, primary screen, biochemical, fluorescence; Serine/threonine-protein phosphatase 5 (Homo sapiens), P53041; purified PP5c, OMFP substrate fluorescence; inhibition, % at 6.7 µM; 320,000 tested, 0.18% active; AID 1987, 2009;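 active means inhibition above the campaign's mean inhibition across all tested compounds plus 3 SD, cut at about 9.5% in these data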;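 further: 0% = DMSO only and 100% = 100 µM cantharidin control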
Target sequence (P53041 whole entry, looked up): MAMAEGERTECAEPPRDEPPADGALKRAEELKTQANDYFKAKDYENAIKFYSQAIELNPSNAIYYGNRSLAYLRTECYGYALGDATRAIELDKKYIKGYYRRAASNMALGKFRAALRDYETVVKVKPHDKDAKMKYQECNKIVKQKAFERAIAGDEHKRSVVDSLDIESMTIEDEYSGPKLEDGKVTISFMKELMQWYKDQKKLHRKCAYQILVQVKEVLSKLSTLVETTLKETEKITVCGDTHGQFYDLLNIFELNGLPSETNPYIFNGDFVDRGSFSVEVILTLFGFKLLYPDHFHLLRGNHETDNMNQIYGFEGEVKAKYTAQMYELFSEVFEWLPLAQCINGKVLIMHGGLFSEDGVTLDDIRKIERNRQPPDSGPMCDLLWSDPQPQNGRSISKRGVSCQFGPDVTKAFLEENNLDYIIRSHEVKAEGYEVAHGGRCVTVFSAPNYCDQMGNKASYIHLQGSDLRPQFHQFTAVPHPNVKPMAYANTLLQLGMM
Efflux pump mplx = inhibitors of Candida efflux pumps in yeast, primary screen, S. cerevisiae, Nile Red, multiplex. AID 485275, 2010. S. cerevisiae Candida pump triplex. inhibition, % at 10 µM. 330,000 tested, 0.44% active;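 active means plate passing quality check with inhibition over a set limit, or well fluorescence over plate mean plus 4 SD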;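 further: Nile Red retained in pooled yeast measured as flow cytometry median fluorescence; 0% = buffer negative control and 100% = Enniatin B positive control; higher means more Nile Red kept so more efflux inhibition; some compounds called inactive have numbers as strong as hits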
LYPLA2 counter = LYPLA2 inhibitors, primary screen, counter-screen for PME1 inhibitor project, biochemical, fluorescence polarization, FP-Rh probe ABPP; Acyl-protein thioesterase 2 (Homo sapiens), O95372; recombinant LYPLA2; inhibition, % at 5.9 µM; 320,000 tested, 0.38% active; AID 2177, 2009;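 active means inhibition above the screen-wide mean plus 3 SD, limit set per campaign, cut at about 26% in these data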;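 further: 0% = LYPLA2 with DMSO and 100% = wells lacking LYPLA2 enzyme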
TPT1 inh = Candida albicans TPT1 enzyme inhibitors, primary screen, biochemical, fluorescence polarization; tRNA 2'-phosphotransferase TPT1 (Candida albicans SC5314); recombinant caTPT1, FP RNA substrate dephosphorylation; inhibition, % at 5 µM; 300,000 tested, 0.81% active;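 active means inhibition above the mean of all tested compounds plus 3 SD, set per screening campaign, cut at about 24% in these data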;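 further: plate controls were DMSO alone for no effect and ferristatin control at 100 nM for full effect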
JMJD2C inh = inhibitors of GASC-1 histone demethylase, primary screen, biochemical, fluorescence, DELFIA europium | GST-JMJD2C(1-420) H3K9me3 demethylation | Lysine-specific demethylase 4C (Homo sapiens), Q9H3R0 | inhibition, % at 2.35 µM | AID 2099, 2009 | 330,000 tested, 0.069% active;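 active means more than half of a compound's replicate wells show inhibition beyond 50%, single wells judged on their own value; inconclusive means some, but no more than half, of replicates pass 50% inhibition; inactive means no replicate passes 50% inhibition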;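 further: signal counts dimethyl H3K9 product captured on neutravidin plate; 0% = median of DMSO wells and 100% = 0.3 times that DMSO median; strong numbers were not always called active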
Target sequence (Q9H3R0 1-420 limits assumed): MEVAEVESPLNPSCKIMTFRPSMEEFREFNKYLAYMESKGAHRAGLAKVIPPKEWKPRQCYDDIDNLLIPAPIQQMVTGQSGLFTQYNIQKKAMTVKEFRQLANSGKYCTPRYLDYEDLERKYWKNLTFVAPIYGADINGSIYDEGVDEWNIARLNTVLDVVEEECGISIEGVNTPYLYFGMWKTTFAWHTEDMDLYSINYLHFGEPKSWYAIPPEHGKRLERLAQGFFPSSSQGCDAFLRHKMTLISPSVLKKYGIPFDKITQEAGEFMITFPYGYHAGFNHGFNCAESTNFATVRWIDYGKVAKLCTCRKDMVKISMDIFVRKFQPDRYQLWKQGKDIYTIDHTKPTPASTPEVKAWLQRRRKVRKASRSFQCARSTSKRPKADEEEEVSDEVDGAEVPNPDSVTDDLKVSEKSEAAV
PP1 counter = PP1-alpha phosphatase inhibitors, primary screen, counter-screen for PP5 inhibitor project, biochemical, fluorescence, OMFP substrate, single point | Serine/threonine-protein phosphatase PP1-alpha catalytic subunit (Homo sapiens), P62136 | purified PP1alpha | inhibition, % at 6.7 µM | 320,000 tested, 0.9% active;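 active means inhibition above the mean inhibition of all tested compounds plus 3 SD, computed separately for each screening campaign, cut at about 15% in these data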
core dimer inh = inhibitors of HCV core protein dimerization, primary screen, biochemical, TR-FRET, high-throughput. TR-FRET GST/Flag-core106 dimerization, 1536-well. 300,000 tested, 0.33% active. inhibition, % at 5 µM;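 active means inhibition above the mean of all tested compounds plus 3 SD, set per screening campaign, cut at about 45% in these data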
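Assay system: tagged HCV core106 pair (GST and Flag); medium: KF-containing HEPES buffer, pH 7.45, DTT, CHAPS, BSA; also added: Eu donor and XL665 acceptor anti-tag antibodies; dosing: 5 µM single dose; timing: compound-protein-antibody incubation 4 h at 22.5 °C; signal: TR-FRET 671 and 617 nm emission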
* hit, by the source's call; ? = inconclusive; . = not tested or not shown.

SMILES	CTSL1 counter	PREPL inh	PP5 primary	Efflux pump mplx	LYPLA2 counter	TPT1 inh	JMJD2C inh	PP1 counter	core dimer inh
O=C(CSc1nnc(-c2ccco2)n1Cc1ccco1)NCc1cccs1	1	2	3.3	0.1	0	-4	56	4	-1
CCCC[C@@H]1CCCO[C@@](C(=O)NCc2cc(C)n(C)n2)(C(F)(F)F)C1	-2	-5	0.8	0.0	-4	-1	-6	-1	-2
Cc1ccc(C(=O)NCC(C)(C)N2CCOCC2)s1	0	-9	2.8	0.1	-6	1	-6	-2	0
COc1ccc(OC)c(N(CC(=O)NCc2ccncc2)S(C)(=O)=O)c1	0	5	4.0	0.1	0	5	40	-3	-1
C=C1C[C@H]2[C@@H]3CCc4cc(OC)ccc4[C@H]3CC[C@]12C	0	-9	-1.1	0.0	3	-2	2	-3	6
O=C(COC(=O)c1ccc(F)cc1F)NCCC1=CCCCC1	.	-19	0.0	0.1	0	.	.	-5	.
COc1cc(CC(NC(C)=O)C(=O)NC2CCN(c3nc(OC)nc(OC)n3)CC2)cc(OC)c1 (stereo not given)	3	7	0.2	0.0	6	-3	6	-4	0
N#Cc1cc2c(nc1SCC(=O)N1CCOCC1)CCCCC2	-2	4	0.7	0.1	2	-3	-1	4	1
Fc1ccc(CNC(=S)NCc2ccccc2)cc1	-5	4	5.4	3.0	4	1	20	-1	6
CC(C)(C)n1ncc2c(=O)n(CC(=O)Nc3ccc(Cl)cc3)cnc21	2	5	3.4	-0.1	-2	-1	6	1	-3
CC(=O)Nc1c(C(N)=O)oc2ccc(Cl)cc12	-2	7	-0.4	-0.1	2	-1	16	-2	-8
CC1CC2=C(C(=O)O1)C(c1ccccc1)Nc1ccccc1N2 (stereo not given)	-6	12	3.5	0.1	-4	-4	-1	0	-7
NC(N)=Nc1nc2ccc(Cl)cc2c(=O)[nH]1	-3	-6	-0.2	-0.1	0	-3	5	-3	-2
Cc1ccccc1C(=O)NC(=S)NCC(=O)c1ccccc1	0	-4	3.8	-0.1	9	-5	-4	0	-1
Cc1cccc(N2C(=O)CC(N3CCN(C(=O)c4ccccc4)CC3)C2=O)c1 (stereo not given)	0	3	2.7	0.0	3	-2	4	2	-2
O=C(/C=C/c1ccc(OC2CSC2)cc1)c1ccccc1	1	9	2.3	0.0	0	-1	-8	3	19
COc1ccc(NC(=O)NCCCN2CCc3ccccc3C2)cc1	0	4	1.3	-0.2	-1	2	0	-2	-4
CC(=O)NNS(=O)(=O)c1ccc(-c2cc(C(F)(F)F)n(C)n2)s1	-4	17	1.5	0.0	-2	1	6	-2	-4
CC(=O)CSc1ncnc2c1oc1ccccc12	-3	-4	1.6	0.0	4	-2	10	2	-9
CC(=O)c1c(C)[nH]c(C(=O)OCC(=O)C(C)(C)C)c1C	-2	-7	5.5	0.1	-4	0	1	0	-4
O=C(Nc1cccnc1)C1CC(c2ccccc2O)=NO1 (stereo not given)	-6	14	2.4	0.0	4	-2	-2	2	1
COc1cccc(NC(=O)c2c([N+](=O)[O-])cnn2C)c1	-1	2	-1.8	-0.1	-10	2	3	-3	8
COc1ccc(OC)c(S(=O)(=O)N2CCN(c3ccccc3OC)CC2)c1	-2	-5	2.9	-0.1	-2	-2	2	2	4
CCN(CC)CCN(Cc1cc2cc(C)ccc2[nH]c1=O)C(=S)NCc1ccco1	-3	-14	1.7	-0.1	-5	0	-6	-2	-12
COc1ccc(CCN2C(=O)CC(C(N)=O)SC2=Nc2ccccc2)cc1 (stereo not given)	-2	-2	1.2	0.2	0	-1	.	-4	4
COc1cccc(-n2c(=O)c3sccc3n(CC(=O)NC3CCCCC3)c2=O)c1	-4	9	2.1	0.3	2	5	-3	1	-9
O=C(O)C1CCN(S(=O)(=O)c2cccnc2)CC1	-1	8	1.4	0.3	0	-2	0	-6	-5
CCOP(=O)(OCC)C(Nc1ccccn1)c1ccc(F)cc1 (stereo not given)	-2	-2	-1.6	0.0	-8	-3	12	0	4
Cc1c(C(=O)c2ccc([N+](=O)[O-])cc2)c(=O)n(C)c(=O)n1C	3	11	5.4	0.0	2	-1	2	-3	-3
CC(C)(C)NC(=O)Nc1ccc2nccnc2c1	3	2	-0.8	0.0	-1	1	-2	-1	4
COc1ccccc1-c1cc(C(=O)NC(C)c2ccccc2)no1 (stereo not given)	1	-5	1.5	0.2	1	-1	0	2	-1
CCC1SC2=NC(C)=C(C(=O)OCCOC)C(c3ccc(C(=O)OC)cc3)N2C1=O (stereo not given)	-14	-2	0.8	-0.1	0	-5	22	2	7
Cc1nn(Cc2ccccc2Cl)c(C)c1NC(=O)c1noc(C(C)C)c1[N+](=O)[O-]	-3	3	4.5	0.0	11	-2	-1	-1	1
CC(C)c1ccc(NC2CCCN(C(=O)c3cccs3)C2)cc1 (stereo not given)	-1	7	3.8	0.0	1	-1	-9	-1	4
O=S(=O)(Cc1ccccc1)NCc1cccnc1	-1	-5	-1.2	-0.1	6	-2	-6	-3	-1
COCCNc1nc(SCC(=O)N2CCN(c3ccccc3OC)CC2)nc2ccccc12	4	9	-0.1	0.0	2	-3	41	-2	3
COc1ccc(S(=O)(=O)NCCC(=O)NCc2ccccc2)cc1	3	3	-0.1	-0.1	-4	4	4	-1	-4
CC1CC(=O)Nc2ccccc2N1S(=O)(=O)c1ccc(F)cc1F (stereo not given)	8	12	0.9	0.3	-12	-1	-21	1	0
CC(=O)N(C(C)=O)c1nc(-c2ccccc2)cn1/N=C/c1cccc([N+](=O)[O-])c1	2	7	-2.8	-0.1	4	-1	30	-4	6
O=S(=O)(c1ccccc1F)N1CCN(Cc2nc3ccccc3[nH]2)CC1	1	-9	0.1	0.0	-3	1	7	-1	3
COc1ccc(S(=O)(=O)NCCCN2CCOCC2)c2ccccc12	4	-10	4.0	0.0	0	-2	14	-1	-1
CC(C)C(NC(=O)c1ccccc1)C(=O)NC1CCCc2ccccc21 (stereo not given)	.	5	5.7	0.1	3	.	-1	0	.
COc1ccccc1C(=O)NCC(=O)N=Nc1c(O)n(C(C)C)c2ccccc12	3	8	0.2	0.5	-8	2	18	1	-1
CC1CCC(NC(=O)c2cc3c(s2)CCCC3)CC1 (stereo not given)	2	0	0.6	0.1	6	0	0	4	2
c1ccc(-n2cnnc2SCc2nc3ccccc3s2)cc1	0	0	0.5	-0.1	-1	33*	-4	0	45
Cc1ccc(S(=O)(=O)N2CCN(C(=O)CCC(=O)NC3CCCc4ccccc43)CC2)cc1 (stereo not given)	1	-1	2.4	0.1	-1	2	3	-9	9
O=C(NC1CCN(C(=O)Nc2ccccc2Cl)CC1)c1ccco1	-2	4	2.6	0.0	2	0	-4	1	-3
CCOC(=O)C1CCCN(c2cc(=O)n(Cc3ccc(F)cc3)c(=O)[nH]2)C1 (stereo not given)	0	-5	1.0	0.0	5	-2	3	-2	-8
NC(=O)CCCc1nc(-c2ccccc2)no1	0	1	-1.1	0.0	-9	0	14	-2	1
OCCOCCn1c(CCNc2nc(-c3ccc(F)cc3)cs2)nc2cc(C(F)(F)F)ccc21	12	22	2.0	-0.1	1	-3	-2	-9	-21
Cc1nn2c(N3CCOCC3)cc(C(C)C)nc2c1-c1ccccc1	0	26	-0.1	0.5	-4	-1	-14	2	-9
N#C/C(=C\c1ccc[nH]1)C(=O)NC1CC1	6	2	1.1	0.0	1	4	-4	-3	9
O=C(COc1ccc(Cl)cc1Cl)Nc1c(-c2cccs2)nc2ccccn12	0	7	3.9	0.1	9	6	-4	15	14
COc1ccc(C(C#N)=C2C=CC(=NO)C=C2)cc1	0	-7	3.0	0.0	1	5	?	-3	4
CCN(CC)C(=S)NC(=O)c1cc(OC)c(OC)c(OC)c1	2	2	2.3	-0.1	1	-2	-9	-1	6
COc1cc(CN(C2CCCCC2C)S(=O)(=O)c2ccc(S(=O)(=O)NC3CC3)cc2)cc(OC)c1OC (stereo not given)	3	6	3.0	-0.6	4	-2	-2	5	13
CCn1c(=O)c(=O)[nH]c2cc(C(=O)NC3CCCC3)ccc21	-3	-5	2.6	0.1	-3	-2	-4	-4	-4
CCCc1cc(=O)[nH]c2nnc(SCC(=O)Nc3ccc4c(c3)OCCO4)n12	-5	22	-1.7	0.0	2	-4	2	-4	-7
CCN(C(=O)CN1C=NS(=O)(=O)c2ccccc21)c1ccccc1	-3	-4	0.9	-0.1	-7	-7	-2	-5	2
COc1ccc(-c2[nH]ncc2CN2CCCN(C(=O)c3ccco3)CC2)cc1F	5	1	0.8	0.0	1	0	-8	-2	-1

Profiles, looked up by structure:
Listed for CCOC(=O)C1CCCN(c2cc(=O)n(Cc3ccc(F)cc3)c(=O)[nH]2)C1 (stereo not given) : CTSL1 counter: 0; PREPL inh: -5; PP5 primary: 1.0; Efflux pump mplx: 0.0; LYPLA2 counter: 5; TPT1 inh: -2; JMJD2C inh: 3; PP1 counter: -2; core dimer inh: -8
Listed for CC(=O)CSc1ncnc2c1oc1ccccc12 : CTSL1 counter: -3; PREPL inh: -4; PP5 primary: 1.6; Efflux pump mplx: 0.0; LYPLA2 counter: 4; TPT1 inh: -2; JMJD2C inh: 10; PP1 counter: 2; core dimer inh: -9

Continuation.
SMILES	CTSL1 counter	PREPL inh	PP5 primary	Efflux pump mplx	LYPLA2 counter	TPT1 inh	JMJD2C inh	PP1 counter	core dimer inh
CCCN(CCC)c1nc(C#N)nc(N(CCC)CCC)n1	18*	1	0.1	-0.1	5	-1	3	-4	0
CCOC(=O)C(/C=C(\C#N)C(=O)OCC)=C(/N)N1CCN(c2ccc(Cl)cc2)CC1	6	42	7.8	0.0	5	-6	24	-3	-6
O=C1c2cccc3c([N+](=O)[O-])ccc(c23)C(=O)N1CCc1ccccn1	-1	-1	-0.2	0.3	6	-1	6	-1	-7
OC1(c2cccc(C(F)(F)F)c2)CCN(c2ncnc3c2[nH]c2ccccc23)CC1	0	29	5.9	0.0	-8	2	-2	4	6
Cc1ccc(-n2nnnc2SCC(=O)N(CC(C)C)c2c(N)n(CC(C)C)c(=O)[nH]c2=O)cc1	0	13	1.2	0.0	-4	-2	8	-5	2
CC(C)C(=O)NC(c1cccc([N+](=O)[O-])c1)c1ccc2cccnc2c1O (stereo not given)	0	8	2.2	0.0	-2	0	-2	17*	-16
COc1ccccc1NC(=O)NCCN1C(=O)C2C3C=CC(C3)C2C1=O (stereo not given)	-1	-6	1.8	-0.1	-1	1	1	-4	-3
CCCCc1ccc(-c2csc(/C(C#N)=C/c3ccco3)n2)cc1	4	3	0.0	-0.6	-5	5	-1	4	-3
O=C(COC(=O)C1CC2C=CC1C2)NCc1ccccc1Cl (stereo not given)	-9	-1	1.8	0.1	7	-1	3	1	2
O=C(O)CCSc1nc2ccccc2n1-c1ccccc1	2	0	-1.8	0.0	0	1	-8	-1	7

These rows are one share of the data; count on the stated rates, not on these rows.
